# PGE2 EP2 inh = EP2 receptor (human) inhibition; P43116; inhibition, % at 25 µM; hit rate 0.52% among 260,000; C6 glioma cells expressing human EP2, cAMP TR-FRET; cells stimulated with saturating PGE2;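 active = percent inhibition above 40 after rounding to a whole number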;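 note: rat C6 glioma host cells with rolipram phosphodiesterase inhibitor present; the protocol text gives 20 µM as final concentration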
# Target sequence (P43116 whole entry, looked up): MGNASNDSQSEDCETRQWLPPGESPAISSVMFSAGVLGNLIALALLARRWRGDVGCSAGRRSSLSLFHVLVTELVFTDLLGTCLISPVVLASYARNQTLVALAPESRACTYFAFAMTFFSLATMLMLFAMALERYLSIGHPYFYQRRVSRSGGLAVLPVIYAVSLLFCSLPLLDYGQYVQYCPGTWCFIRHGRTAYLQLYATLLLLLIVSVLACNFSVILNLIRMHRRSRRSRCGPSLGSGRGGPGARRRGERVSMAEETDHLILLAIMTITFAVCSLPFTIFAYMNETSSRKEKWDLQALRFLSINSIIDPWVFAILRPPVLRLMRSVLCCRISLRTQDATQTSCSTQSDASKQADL
# EP2 mod = EP2 receptor (human) modulation. P43116. EP2-expressing cells, cAMP HTRF FRET, PGE2 co-stimulation. induction, % at 25 µM. hit rate 0.83% among 260,000. AID 940;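 active = compounds whose cAMP rise, as percent of the full-agonist control response, exceeds 60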;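 note: rat C6 glioma line stably carrying human EP2 under a CMV promoter; the protocol text gives 20 µM as final concentration; 100% = response of wells given 1 µM PGE2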
# Numbers without * were called inactive; & = joins results of further samples. Not all compounds are listed; rates above refer to the full screens.
SMILES,PGE2 EP2 inh,EP2 mod
CCS(=O)(=O)N1CCN(Cc2cn(CC(=O)NC3CC3)c3ccccc23)CC1,6,-13
Cc1nnc(NC(C)(C)CCl)s1,8,4
CC1(C)Oc2ccc(C(=O)NC3CCCC3)cc2N(CC(=O)Nc2ccc(Cl)cc2)C1=O,14,-75
CN(C)S(=O)(=O)c1ccc(N=Cc2c(O)n(-c3ccc(Cl)cc3)c(=O)[nH]c2=O)cc1,9,-6
O=C(CN1CCC(n2nnc3cc(F)ccc32)CC1)Nc1ccccc1C(F)(F)F,5,6
Cc1c(OCC(=O)Nc2ccccc2F)ccc2c3c(c(=O)oc12)CCC3,10,-28
CCc1cc(=O)n2[nH]c(C)c(-c3ccc(F)cc3)c2n1,3,-50
Cc1cc(C)n(CCC(=O)NCCc2nc(-c3ccncc3)n[nH]2)n1,4,-10
O=C(Nc1cccc(Cl)c1)NC1(C(=O)NCc2ccc3c(c2)OCO3)CCCCC1,17,-19
NC(=O)C1(N2CCCCC2)CCN(S(=O)(=O)c2ccc3c(c2)CCC(=O)N3)CC1,5,-22
CCOc1ccc2[nH]c(=O)c(CN(Cc3cccnc3)Cc3nnnn3Cc3ccc(F)cc3)cc2c1,14,-16
CCC(=O)O[C@H]1[C@H](O[C@@H]2[C@@H](C)[C@H](O[C@H]3C[C@@](C)(OC)[C@@H](O)[C@H](C)O3)[C@@H](C)C(=O)O[C@H](CC)[C@@](C)(O)[C@H](O)[C@@H](C)C(=O)[C@H](C)C[C@@]2(C)O)O[C@H](C)C[C@@H]1N(C)C,8,14
O=C(CN1N=C(c2ccccc2)Cn2c(cc3ccccc32)C1=O)NCC1CCCO1 (centres undefined),7,-21
COc1ccc(OC)c(-c2cc(C(=O)O)c3cc4ccccc4cc3n2)c1,55*,6
CC(CC(C)C(=O)N1CCOCCOCCOCC1)C(=O)O (centres undefined),6,-4
Cc1ccc(C(=O)NNC(=O)CSc2nnc(C3CC3)n2C)cc1,9,2
CCn1c2ccccc2n2c(=O)n(CC(=O)NC34CC5CC(CC(C5)C3)C4)nc12,5,-31
Cc1ccc(CN(CCCn2ccnc2)Cc2ccccc2Cl)o1,8,30
COc1ccc(C)cc1NC(=O)CSc1nc2ccc(C)cc2cc1C#N,11,-15
COC(=O)c1c(NC(=O)C(C)C)sc(C(=O)Nc2cc(C)ccc2C)c1C,7,62*

# Three compounds out of the list, sorted by length of the SMILES, descending:
SMILES,PGE2 EP2 inh,EP2 mod
O=C(CN1CCC(n2nnc3cc(F)ccc32)CC1)Nc1ccccc1C(F)(F)F,5,6
CC(CC(C)C(=O)N1CCOCCOCCOCC1)C(=O)O (centres undefined),6,-4
Cc1nnc(NC(C)(C)CCl)s1,8,4

# Returning to the listing; the 5 compounds before the break are reprinted first.
SMILES,PGE2 EP2 inh,EP2 mod
Cc1ccc(C(=O)NNC(=O)CSc2nnc(C3CC3)n2C)cc1,9,2
CCn1c2ccccc2n2c(=O)n(CC(=O)NC34CC5CC(CC(C5)C3)C4)nc12,5,-31
Cc1ccc(CN(CCCn2ccnc2)Cc2ccccc2Cl)o1,8,30
COc1ccc(C)cc1NC(=O)CSc1nc2ccc(C)cc2cc1C#N,11,-15
COC(=O)c1c(NC(=O)C(C)C)sc(C(=O)Nc2cc(C)ccc2C)c1C,7,62*
COc1ccc(-c2cccc(CN(Cc3ccc4c(c3)OCO4)CC(C)O)c2)cc1 (centres undefined),10,-30
CCC(=O)N(Cc1ccc(OC)cc1)Cc1cc2cc3c(cc2[nH]c1=O)OCO3,19,-23
CC1CCN(c2nc3c(c(=O)[nH]2)CN(Cc2cccc4cccnc24)CC3)CC1,4,-25
NC(=O)Nc1nc2cc(Cl)cc(Cl)c2[nH]c1=O,2,-20
Cc1cccc(NC(=S)N(Cc2cccs2)Cc2cc3ccc(C)cc3[nH]c2=O)c1,8,-44
Cc1nc2ccc(C(=O)N3CCn4c(nnc4C4CC4)C3)cc2nc1C,1,18
CCOC(=O)Cn1cnc2sc(C)c(-c3ccc(C)c(C)c3)c2c1=O,14,39
Cc1cccc2cc(CN(C(=O)c3ccccc3)C3CCCC3)c3nnnn3c12,17,44
COc1cc(NC(=O)C2CC(c3ccc(Cl)cc3)=NO2)cc(OC)c1OC (centres undefined),10,-87
CCOC(=O)c1cnc2c(Cl)c(Cl)ccc2c1NCc1cccnc1,6,-29
CC[C@H](C(=O)c1cccs1)C(O)(C(F)(F)F)C(F)(F)F,11,-26
Cc1ccc(C)c(N2CCN(C(c3cc4cc(C)c(C)cc4[nH]c3=O)c3nnnn3C(C)(C)C)CC2)c1 (centres undefined),5,41
CCCn1c(SCC(=O)Nc2ccc(C)c(NC(=O)CC)c2)nc2c1c(=O)n(C)c(=O)n2C,9,1
Cc1ccc(N(CC(=O)N2CCc3ccccc3C2)S(C)(=O)=O)cc1C,8,2
COc1cc(C2NC(=O)NC(C)=C2C(=O)OC(C)(C)C)cc(OC)c1OC (centres undefined),15,-3
Cc1cccc(-c2nc(-c3ccncc3)no2)c1,12,-19
CC1(C)CC(N(Cc2ccccc2)Cc2cnc[nH]2)CC(C)(C)N1,6,2
C=C(C)Cn1c(N2CCc3ccccc3C2)nc2c1c(=O)[nH]c(=O)n2C,11,4
NC(=O)c1no[n+]([O-])c1N,3,-4
CCN1CCN(c2ccc(NC(=O)c3cccc(Cl)c3Cl)cc2)CC1,11,-31
Cc1ccc(-c2nc(C(N)=O)c3[nH]c(=O)n(CC4CCCO4)c3n2)cc1 (centres undefined),6,-7
Cc1cc2c(SCc3ccccc3Cl)nc(N)nc2nc1C,10,-16
COc1ccc(NC(=O)N(CCc2ccccc2C)Cc2cc3ccc(C)c(C)c3[nH]c2=O)cc1,10,29
O=C(Nc1cccc(Br)c1)c1cc2cc(Br)ccc2oc1=O,8,-6
COCCSc1nnc(NC(=O)c2ccccc2F)s1,8,-2
CCOc1ccc(C(=O)NCCN2CCC(O)(c3cccc(F)c3)CC2)cc1,9,-57
CCC(C)(C)n1nnnc1C(c1cccc(OC)c1OC)N1CCN(c2ccc(F)cc2)CC1 (centres undefined),10,24
CCC(c1nnnn1C1CCCCC1)N(CCCO)Cc1cc2cc(C)cc(C)c2[nH]c1=O (centres undefined),8,6
Cc1cc(C)nc(NCc2cccnc2)n1,10,-2
COC(=O)c1ccccc1S(=O)(=O)N1CCC2(CC1)Nc1ccccc1-n1cccc12,3,-23
CCOC(=O)C1=C(C)OC(N)=C(C#N)C1c1cc2cccc(C)c2[nH]c1=O (centres undefined),7,-78
Fc1cccc(Cl)c1/C=N/N=C1c2ccccc2-c2ccccc21,11,25
CCOC(=O)CSc1nnc(COc2ccccc2)n1CC,15,24
COc1ccc(OC)c(N(CC(=O)NCc2ccc3c(c2)OCO3)S(C)(=O)=O)c1,7,-4
C[C@@]1(CO)[C@H](O)CC[C@]2(C)[C@@H]1CC[C@H]1C[C@H]3C[C@]12CC[C@@]3(O)COC(=O)CN,52*,-3
Cc1ccc(C2(O)CCN(CCNC(=O)c3csc(C)c3)CC2)cc1,9,-22
C=C[C@]1(C)C[C@H](OC(=O)CO)[C@]2(C)C3C(=O)CC[C@]3(CC[C@H]2C)[C@H](C)[C@H]1O (some centres undefined),56*,-9
Cc1nc2c(c(=O)[nH]1)CCN(Cc1ccc3ccccc3n1)C2,4,-44
CCc1cc2c3c(c1)C1(C(=O)N3C(C)(C)C=C2C)C(C#N)=C(N)OC2=C1C(=O)CCC2 (centres undefined),11,-24
COc1cc(C)c2c(=O)cc(-c3ccccc3)oc2c1,10,30

# Among those listed so far, these have a CF3 group.
SMILES,PGE2 EP2 inh,EP2 mod
O=C(CN1CCC(n2nnc3cc(F)ccc32)CC1)Nc1ccccc1C(F)(F)F,5,6
CC[C@H](C(=O)c1cccs1)C(O)(C(F)(F)F)C(F)(F)F,11,-26

# Following part:
SMILES,PGE2 EP2 inh,EP2 mod
O=C(CSc1nc2ccccc2n1Cc1ccccc1)N1CCCCC1,11,31
CCN(CC)C(=O)Cn1cc(C(=O)OC)c2ccccc21,12,-40
CCCC(c1nnnn1C1CCCCC1)N(Cc1ccccc1)Cc1cc2c(C)cc(C)cc2[nH]c1=O (centres undefined),6,49
COCCCN1C(=O)C(O)=C(C(=O)c2ccco2)C1c1ccc(C(C)C)cc1 (centres undefined),16,4
COc1ccc(OCCCC(=O)Nc2nc(-c3ccc(OC)cc3)cs2)cc1,13,-36
CC1(C)CC(=O)C2=C(C1)NC1=C(C(=O)CC(C)(C)C1)C2c1ccc(OCC(=O)O)cc1,7,2
O=c1c(O)c(-c2ccccc2)oc2ccccc12,112*,-22
C[N+](C)(C)c1nc(N)nc2c1ncn2[C@H]1O[C@@H](CO)[C@H](O)[C@H]1O,45*,-3
CC(C)C1C2CCC(C2)C1N (centres undefined),10,22
O=S(=O)(c1ccc(-n2cnnn2)cc1)N1CCN(c2ncccn2)CC1,5,-25
CCOc1ccc(C2C(C(=O)c3ccco3)=C(O)C(=O)N2CCOC)cc1OC (centres undefined),9,1
CC(=O)Nc1ccc(C(=O)N2CCCCC2)cc1,10,-35
COc1cccc(C(O)CN2CCC3(CC2)CC(O)c2ccc4ccccc4c2O3)c1 (centres undefined),8,-104
O=C(NCCNCc1c[nH]c2ccccc12)c1ccccc1Cl,17,-44
CC12C=CC3(O1)C(C(=O)N(C1CC1)C3C(=O)NC1CCCC1)C2C(=O)NCc1ccccc1 (centres undefined),9,5
Cc1cc2oc(C(=O)N3CCC(O)(c4ccccc4C)CC3)cc(=O)c2cc1C,6,-108
Cc1cccc(-n2c(-c3ccco3)nn(CC(=O)NC(C)(C)C)c2=O)n1,6,-14
CCC(CN1CCCCC1)NC(=O)Cc1csc(-c2cccc(F)c2)n1 (centres undefined),9,-44
CCC1(C(O)(C#CCN2CCCCCC2)c2ccccc2)CCCC1 (centres undefined),8,-81
COc1cc(C(=O)N2CC(C)CC(C)C2)cc(OC)c1OC (centres undefined),18,-10

# Nothing new here: 2 of the compounds above.
SMILES,PGE2 EP2 inh,EP2 mod
O=C(CSc1nc2ccccc2n1Cc1ccccc1)N1CCCCC1,11,31
CCN(CC)C(=O)Cn1cc(C(=O)OC)c2ccccc21,12,-40

# Other compounds.
SMILES,PGE2 EP2 inh,EP2 mod
COc1ccc2nc3sc(C(=O)NCc4ccco4)c(N)c3cc2c1,21,-65
CC(C)c1ccc(N(CC(=O)NC(C)(C)C)C(=O)c2snc(C(N)=O)c2N)cc1,17,-45
NC[C@@H](O)CSCc1ccc(Cl)cc1,10,-3
COc1ccc(C(=O)Nc2ccc(S(=O)(=O)Nc3ccccn3)cc2)cc1,7,-33
CC(=O)COC(=O)c1c(C)c(-c2ccccc2)nc2ccccc12,18,-7
O=C(CN1CCC(n2cnc3cccnc32)CC1)NC1CC1,5,-39
Cc1cc(C)c(C#N)c(SCC(=O)Nc2cc(Cl)cc(Cl)c2)n1,19,23
COc1ccc(C2Oc3ccccc3C(=O)N2C(=O)c2ccc(F)cc2)cc1OC (centres undefined),8,50
COc1cc(NC(=O)c2cccs2)ccc1NC(=O)C(C)C,14,-21
Cc1cc2nnc(SCC(=O)NCc3ccccc3)n2c2ccccc12,9,-12
Cn1nc(C(C)(C)C)cc1C(=O)Nc1ncc(Cc2ccc(F)cc2)s1,7,-31
CCC(c1nnnn1C1CCCC1)N(Cc1ccccc1)Cc1cc2cc(OC)ccc2[nH]c1=O (centres undefined),15,74*
Cc1nn2c(NCCCO)c3c(nc2c1-c1ccc(F)cc1)CCCC3,8,-20
CCn1c(SC(C)C(=O)Nc2cccc3ccccc23)nnc1-c1ccc(O)cc1 (centres undefined),2,-11
C=C1CCC(C2CC(=O)OC2=O)C(=O)CCC2C1CC2(C)C (centres undefined),17,28
COc1ccc(C(c2nnnn2C2CCCCC2)N2CCN(C3CCCCC3)CC2)cc1 (centres undefined),13,6
COC(=O)Nc1nc2ccc(C(=O)c3cccs3)cc2[nH]1,28&10&17,2&25
COC(=O)CN1C(=O)C(=O)/C(=C(\O)c2ccccc2)C1c1ccc(OC)c(OC)c1 (centres undefined),8,15
COc1cccc(OC)c1C(=O)N1CCN(Cc2cccc(C)c2)CC1,11,-53
CC1CCCC(C)N1C(=O)Cn1nnc2c(cnn2-c2ccccc2)c1=O (centres undefined),15,1
COc1cccc(OC)c1C(=O)Nc1nc2ccc(F)cc2s1,9,-41
COc1ccc(-c2csc(NC(=O)CSc3nnc4c(C)cc5ccccc5n34)n2)cc1,11,-24
Cc1ccc(OCc2nnc(SCC#N)n2C)cc1,16,-44
Cc1ccc(Cn2c(=N)c(C#N)cc3c(=O)n4ccccc4nc32)cc1,9,24
CC(C)(C)c1nc2ccccc2c(=O)[nH]1,13,-28
O=C(CN1CCc2nc(N3CCCC3)[nH]c(=O)c2C1)Nc1ccc2c(c1)OCCO2,9,-19
CCC(c1nnnn1Cc1ccccc1)N(Cc1cc2ccc(OC)cc2[nH]c1=O)C1CCCCC1 (centres undefined),2,3
CCc1ccc2[nH]c(=O)c(CN(CCO)C(=O)c3ccc(OC)cc3)cc2c1,13,13
COc1cc(C(=O)NC(=S)Nc2cc(-c3nc4ccc(C)cc4o3)ccc2C)cc(OC)c1OC,12,18
